Compound activity deposited in PubChem by National Center for Advancing Translational Sciences (NCATS).
POLH inh: qHTS for Inhibitors of Polymerase Eta | DNA polymerase eta (Homo sapiens), Q9Y253 | recombinant Pol eta, fluorescent DNA replication assay | Potency, µM (top dose mostly 114 µM), for inactives: at the highest dose activity change, negative = inhibition, usual class: inhibitors | 390,000 tested, 1.2% active; further: potency means the concentration at half of the fitted maximal effect; on the % scale 0 is the no-effect control and ±100 the full control effect
Target sequence (Q9Y253 whole entry, looked up): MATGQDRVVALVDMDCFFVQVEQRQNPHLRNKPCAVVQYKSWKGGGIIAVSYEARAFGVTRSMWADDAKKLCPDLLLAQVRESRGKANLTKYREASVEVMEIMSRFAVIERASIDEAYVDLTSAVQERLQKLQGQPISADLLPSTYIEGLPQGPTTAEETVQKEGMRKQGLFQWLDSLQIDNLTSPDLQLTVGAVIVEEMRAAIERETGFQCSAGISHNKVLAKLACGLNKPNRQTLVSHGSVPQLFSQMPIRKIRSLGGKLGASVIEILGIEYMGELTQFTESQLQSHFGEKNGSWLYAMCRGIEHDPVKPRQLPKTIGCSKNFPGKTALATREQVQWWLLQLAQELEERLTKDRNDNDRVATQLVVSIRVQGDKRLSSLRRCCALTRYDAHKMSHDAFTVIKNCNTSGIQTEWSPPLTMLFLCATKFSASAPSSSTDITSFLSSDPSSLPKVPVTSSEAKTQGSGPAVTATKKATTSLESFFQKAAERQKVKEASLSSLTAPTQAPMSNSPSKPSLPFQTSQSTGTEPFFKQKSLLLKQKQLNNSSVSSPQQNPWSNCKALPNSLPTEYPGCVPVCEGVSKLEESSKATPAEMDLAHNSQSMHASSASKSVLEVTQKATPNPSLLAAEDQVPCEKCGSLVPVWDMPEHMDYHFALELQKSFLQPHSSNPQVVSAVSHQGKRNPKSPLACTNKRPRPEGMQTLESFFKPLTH
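Fluorescent replication assay: 50 nM final substrate added after a 15 min room-temperature compound preincubation with 10 nM enzyme. Signal taken at 0 min and again at 10 min.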
APEX1 inh: qHTS Assay for Inhibitors of the Human Apurinic/apyrimidinic Endonuclease 1 (APE1). DNA repair nuclease/redox regulator APEX1 (Homo sapiens), P27695. recombinant APE1, TAMRA/BHQ-2 abasic DNA cleavage fluorescence. Potency, µM (doses to about 65.8 µM), for the others: at the top dose activity change, negative = inhibition, most hits filed as inhibitors. 350,000 tested, 0.35% active;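 further: potency means the concentration at half of the fitted maximal effect; plate controls were vehicle for no effect and reference inhibitor for full effect; nearly all actives have a fitted effect of over 55% in size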
Target sequence (P27695 whole entry, looked up): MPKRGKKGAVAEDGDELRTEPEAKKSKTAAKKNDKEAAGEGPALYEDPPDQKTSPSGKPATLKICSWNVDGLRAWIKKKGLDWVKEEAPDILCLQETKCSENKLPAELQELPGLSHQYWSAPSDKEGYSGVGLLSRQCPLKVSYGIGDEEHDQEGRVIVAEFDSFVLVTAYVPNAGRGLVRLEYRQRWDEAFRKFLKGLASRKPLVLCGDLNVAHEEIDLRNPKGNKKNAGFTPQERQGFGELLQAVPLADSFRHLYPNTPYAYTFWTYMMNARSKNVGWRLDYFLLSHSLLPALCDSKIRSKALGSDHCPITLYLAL
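APE1 at 0.75 nM final was preincubated with compound 15 min at room temperature, then 50 nM double-stranded THF abasic-site substrate (5'-TAMRA/3'-BHQ-2) was added. Fluorescence (ex 525/em 598 nm) was read kinetically; third-minus-first read gave activity.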
Pol iota inh: qHTS for Inhibitors of Polymerase Iota | AID 588590, 2011 | 390,000 tested, 1% active | Potency, µM (top dose mostly 115 µM), without a hit: top-dose activity, negative = inhibition, usual class: inhibitors | Pol iota fluorescent replication assay, 10 min; further: potency means the concentration at half of the fitted maximal effect
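Fluorescent replication assay read twice, at 0 min and 10 min after adding 50 nM (final) substrate. Enzyme (10 nM) and compounds were first incubated 15 min at room temperature; enzyme-free buffer wells were negative controls.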
GRP78 ERSR act: qHTS for Inducers of the Endoplasmic Reticulum Stress Response (ERSR) in Human Glioma: qHTS. U87-MG GRP78 promoter luciferase reporter, 16 h. Potency, µM, for the others: top-dose activation, usual class: activators. 420,000 tested, 0.02% active. AID 602332, 2012; further: potency means the concentration at half of the fitted maximal effect; series mostly up to about 76 µM; % of control where 0% means no effect; nearly all actives have a fitted effect of over 35% in size
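Stably transfected U87-MG human glioma cells carrying a GRP78-based luminescent sensor were seeded at 1000 cells/well, pin-dosed with compounds and incubated 16 h. Luciferase reagent was then added, and end-point luminescence was read after 10 min at room temperature.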
BLM inh: qHTS Assay for Inhibitors of Bloom's syndrome helicase (BLM) | RecQ-like DNA helicase BLM (Homo sapiens), P54132 | recombinant BLM DNA unwinding, fluorescence dequenching | Potency, µM (highest dose often 56.1 µM), for the others: top-dose activity change, negative = inhibition, usual class: inhibitors | 350,000 tested, 0.2% active | AID 2528, 2010;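 further: potency means the concentration at half of the fitted maximal effect; plate controls were vehicle for no effect and no enzyme for full effect; nearly all actives have a fitted effect of over 35% in size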
Anesthetic bind: qHTS Assay for Identification of Novel General Anesthetics; Ferritin light chain (Equus caballus), P02791; apoferritin/1-aminoanthracene competitive binding, fluorescence; Potency, µM (highest dose often 77.5 µM), for inactives: top-dose activity change, negative = displacement, usual class: inhibitors; 350,000 tested, 0.074% active; AID 485281, 2010; further: potency means the concentration at half of the fitted maximal effect; on the % scale 0 is the no-effect control and ±100 the full control effect; nearly all actives have a fitted effect of over 20% in size
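In PBS, apoferritin at 10 uM is loaded with 1-AMA from a 50% saturated solution. After 10 min of compound exposure at ambient temperature, reduced 535 nm fluorescence indicates probe displacement.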
POLK inh: qHTS for Inhibitors of Polymerase Kappa; DNA polymerase kappa (Homo sapiens), Q9UBT6; purified Pol kappa, fluorescent DNA synthesis assay, 10 min; Potency, µM (highest dose often 107 µM), without a hit: top-dose activity, negative = inhibition, hits mostly inhibitors; 400,000 tested, 0.53% active; AID 588579, 2011; further: potency means the concentration at half of the fitted maximal effect; on the % scale 0 is the no-effect control and ±100 the full control effect
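Here, compound and 10 nM enzyme are combined for 15 min at room temperature; adding 50 nM substrate (final) starts DNA synthesis, tracked by fluorescence at 0 and 10 min against buffer-only wells.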
LDHA block: qHTS assay for inhibitors of human lactate dehydrogenase; activity change, % (values are at about 110 or 230 µM); purified LDHA, NADH/diaphorase-resazurin fluorescence; active compounds read low; 480,000 tested, 0.15% active; AID 1347041, 2019; in the data active means activity change below about -30%; inconclusive means mostly about -25% to -30%;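 further: plate controls were DMSO wells for no effect and wells without enzyme for full effect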
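Resorufin fluorescence (ex540/em590), read at 0 and 20 min after diaphorase/resazurin addition, reports the NADH left after a 5 min room-temperature reaction of 2 nM human LDH5 with 0.06 mM NADH and 0.2 mM pyruvate.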
POLB inh: qHTS Assay for Inhibitors of DNA Polymerase Beta; 340,000 tested, 1.3% active; P06746; Potency, µM (series often up to 114 µM), for inactives: at the top dose activity change, negative = inhibition, usual class: inhibitors; AID 485314, 2010; Pol beta primer extension/strand displacement, fluorescence kinetic; further: potency means the concentration at half of the fitted maximal effect; on the % scale 0 is the no-effect control and ±100 the full control effect
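Curves were derived by four-parameter Hill fits of normalized qHTS data. The kinetic fluorescent primer-extension read was taken at 0 and 10 min after 50 nM substrate, following a 15 min room-temperature preincubation of 10 nM enzyme with compounds.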
Active calls of the source: *; ? = inconclusive; nt = no result given; [ ] = remark or other dose. Unless noted, the call rests on the fitted dose curve; in most records, active means well fitted curve in the direction sought with a large enough effect; inconclusive means small, poorly fitted or top-dose-only effect, or another doubt; inactive means no such curve, though single readings can be large; an effect the other way counts as inactive or inconclusive. A portion of the library; count on the stated rates, not on these rows.

SMILES	POLH inh	APEX1 inh	Pol iota inh	GRP78 ERSR act	BLM inh	Anesthetic bind	POLK inh	LDHA block	POLB inh
COc1ccccc1/C=N/NC(=O)Cn1cnc([N+](=O)[O-])n1	-10%	14%	38%[activator]	-5%	-1%	-4%	1%	3	15%
CN(C)CCCN(C(=O)CCOc1ccccc1)c1nc2c(F)cccc2s1	-18%	27%	?	-19%	67%[activator]	-9%	-4%	-1	10%
CCOc1cc2[nH]c(=O)n(CCc3ccc(OC)c(OC)c3)c(=O)c2cc1OCC	1%	-3%	30%	-2%	-1%	-13%	-7%	-11	6%
Cc1ccc(C2(C)NC(=O)N(CC(=O)Nc3ccc4[nH]c(=O)[nH]c4c3)C2=O)cc1 (stereo not given)	?	0%	?	-3%	2%	-15%	-25%	1	12%
CCOc1ccc(CN2CCN(Cc3nc4c(s3)CCCC4)CC2CCO)cc1 (stereo not given)	-7%	4%	14%	0%	-2%	-8%	7%	-3	-5%
Cc1cc(C(=O)NCc2ccccc2)c2c(C)nn(-c3cccc(F)c3)c2n1	-10%	nt	18%	-5%	-1%	-6%	-7%	-7	38%
Cc1cccc(C(=O)NC(=S)NNC(=O)COc2ccc(Cl)cc2)c1	-4%	-1%	6%	2%	2%	?	-9%	-5	-25%
CCOC(=O)Cn1c(=O)n(CC2CCCO2)c2nc(-c3cccc(C)c3)nc(C(N)=O)c21 (stereo not given)	-12%	nt	13%	-2%	-1%	0%	-10%[60.1 µM]	-6	17%
CCOC(=O)C1=C(C)Nc2ncnn2C1c1cc(Br)ccc1F (stereo not given)	5%	19%	-10%	0%	-6%	-6%	2%	-5	7%
O=C(NCCCN1CCCC1=O)c1ccc2c(c1)NC(=O)C(N1CCOCC1)S2 (stereo not given)	-10%	2%	9%	-3%	4%	7%	-10%	-1	0%
O=C(NCC1CCCN(C(=O)c2cccnc2)C1)c1ccc(-c2ccccc2)cc1 (stereo not given)	-13%	-1%	26%	1%	-2%	-6%	-4%	-1	-2%
COCCNC(=O)/C(C#N)=C/c1ccc(SC)cc1	-7%	17%	-20%	9%	-4%	-1%	-16%	-5	41%
CCCN1Cc2cccc(C(=O)Nc3ccc(OC)cc3OC)c2C1=O	nt	nt	44%[activator]	nt	-1%	-23%	-7%	0	23%
C[N+]1(CC(=O)c2ccc3c(c2)CCCC3)CCOCC1	nt	nt	35%[activator]	-3%	nt	nt	6%	-10	nt
O/N=C(/CI)c1ccc2ccccc2c1	nt	nt	-14%	5%	nt	nt	2%	8	nt
O=C(Cn1cc(F)c(=O)[nH]c1=O)NCCO	10%	5%	7%	-2%	-9%	-1%	-16%	0	0%
O=C(Nc1cnccn1)c1cccc(C(F)(F)F)c1	-14%	3%	28%	0%	-3%	3%	21%	-3	-9%
Cn1cnc(C(=O)N2CCN(C(=O)OC(C)(C)C)CC2)c1C(=O)N1CCN(C(=O)OC(C)(C)C)CC1	2%	-1%	-23%	-3%	nt	nt	2%	-13	nt
CCOC(=O)c1cc2c(ccn2C)n1Cc1ccccc1C	-8%	-7%	-5%	-3%	-9%	4%	-14%	13	10%
O=C(CNC(=O)c1ccccc1)N/N=C/c1ccc([N+](=O)[O-])o1	-19%	0%	1%	-4%	1%	?	-4%	5	-1%
CCOc1ccc(/C=N/NC(=O)c2cc(-c3ccccc3)nc3ccccc23)cc1O	-14%	23%	?	-4%	-7%	1%	2%	-5	17%
COc1ccc(NC(=O)c2ccc3c(SCC(=O)O)c4c(nc3c2)CCCC4)cc1Cl	nt	2%	nt	nt	-4%	-3%	nt	nt	-27%
Brc1cc2c(cc1Br)OCCOCCOCCOCCO2	-7%	4%	12%	-6%	-3%	-14%	-14%	-6	-1%
CC(OC(=O)CCc1nc2ccccc2c(=O)[nH]1)C(=O)c1ccc(Br)cc1 (stereo not given)	-14%	-3%	9%	-2%	0%	?	-3%	-4	-20%
c1ccc(Nc2cc(-c3ccccc3)nc3ncnn23)cc1	5%	-10%	13%	-2%	-3%	-17%	-7%	-4	32%
CSc1ccccc1NC(=O)CN(C)C(C)C(=O)NC(=O)NC1CCCCC1 (stereo not given)	-2%	-4%	2%	-1%	nt	nt	-4%	-6	nt
CN1C(C(=O)c2ccccc2)=C(OC(=O)c2ccc(Br)cc2)c2ccccc2S1(=O)=O	-14%	nt	-13%	6%	-7%	-14%	0%	0	1%
Cc1cccc(N2C(=O)CN(Cc3cccs3)C2=S)c1	-14%	-5%	63%[activator]	-3%	-7%	?	-5%	-1	1%
CC(O)Cn1nc([N+](=O)[O-])nc1N (stereo not given)	-21%	30%	15%	-4%	0%	-2%	0%	0	13%
COc1ccc(NC(=O)C(C)Sc2nnc3c4c(nc(-c5ccc(OC)cc5)n23)CC(C)(C)OC4)cc1 (stereo not given)	-9%	2%	?	-8%	2%	-7%	-4%	-8	-5%[57.1 µM]

Profiles as entered above. Screens in order: POLH inh	APEX1 inh	Pol iota inh	GRP78 ERSR act	BLM inh	Anesthetic bind	POLK inh	LDHA block	POLB inh
Record of O=C(Nc1cnccn1)c1cccc(C(F)(F)F)c1 = -14%	3%	28%	0%	-3%	3%	21%	-3	-9%
Record of CN1C(C(=O)c2ccccc2)=C(OC(=O)c2ccc(Br)cc2)c2ccccc2S1(=O)=O = -14%	nt	-13%	6%	-7%	-14%	0%	0	1%

(next part)
SMILES	POLH inh	APEX1 inh	Pol iota inh	GRP78 ERSR act	BLM inh	Anesthetic bind	POLK inh	LDHA block	POLB inh
Cc1cccc(N2CCN(CC(=O)Nc3ccc(S(=O)(=O)N4CCOCC4)cc3)CC2)c1C	-15%	-15%	11%	-4%	-8%	-18%	12%	0	2%
COc1ccccc1C(=O)Nc1sc(C(=O)N2CCCC2)c(C)c1C#N	-9%	4%	97%[activator]	-3%	5%	-23%	-17%	-2	4%
COc1ccc(OC)c(NC(=O)C2CCN(S(=O)(=O)c3c(C)noc3C)CC2)c1	-16%	-3%	3%	-1%	-2%	-7%	2%	10	11%
O=C(c1ccco1)N1CCN(C(=O)c2nn3cccnc3c2Cl)CC1	-1%	1%	13%	0%	2%	-8%	10%	-3	4%
COc1ccc(CNC(=O)c2ccc(NC(=O)N3CCSc4ncccc43)cc2)cc1	-1%	nt	6%	-3%	-2%	-3%	-10%	1	-1%
Cc1nc2nc(CNC(=O)OC(C)(C)C)nn2c(C)c1CCC(=O)NCc1ccccc1Cl	-4%	nt	-4%	-2%	2%	-6%	-19%	-6	3%
O=S(=O)(c1ccc2[nH]c3c(c2c1)CCCCC3)N1CCN(c2cccc(Cl)c2)CC1	-14%	nt	-4%	-3%	-7%	33%[activator]	-14%	1	0%
COCCNC(=O)CSc1nc2cc(OC)c(OC)cc2c(=O)n1Cc1ccco1	-10%	0%	35%[activator]	-2%	3%	-2%	-8%	-5	14%
Cc1cc(NC(=O)C(C)N2C(=O)c3ccccc3S2(=O)=O)no1 (stereo not given)	3%	43%	35%[activator]	-5%	nt	nt	-6%	-9	nt
COc1ccc(C2CC(c3cccs3)=NN2S(=O)(=O)c2ccc(C)cc2)cc1 (stereo not given)	-10%	nt	5%	0%	nt	nt	7%	1	nt
O=S(=O)(c1c(Cl)sc(Cl)c1Br)N1CCCC1	-13%	2%	11%	-3%	-10%	3%	9%	0	11%
O=C(Nc1nc2nccc(-c3ccccc3)n2n1)c1ccc(F)cc1	-1%	4%	10%	1%	1%	8%	-1%	-2	31%
CCOc1ccc(/C(O)=C2/C(=O)C(=O)N(CC3CCCO3)C2c2ccco2)cc1 (stereo not given)	-9%	1%	12%	0%	3%	-5%	-4%	2	15%
COc1ccc([N+](=O)[O-])cc1N(CC(=O)Nc1ccccc1C(=O)N1CCOCC1)S(C)(=O)=O	-21%	-2%	13%	-1%	-1%	-2%	-9%	-9	42%
CCOC(=O)C(Cc1ccccc1)NS(=O)(=O)c1ccc(NC(C)=O)cc1 (stereo not given)	-6%	-2%	-11%	-2%	-1%	-8%	-2%	0	-2%
Cc1ccc(OCC(=O)O/N=C(\N)Cc2ccc(Cl)cc2)cc1	-21%	-1%	?	-8%	-4%	-13%	-5%	-3	21%
CCC(=O)N1CCc2cc(Br)cc(S(=O)(=O)NCCN3CCCCC3CC)c21 (stereo not given)	?	-3%	-19%	-2%	4%	-6%	-14%	-3	0%
NS(=O)(=O)c1ccc(NC(=O)CN2C(=O)COc3ccc(Cl)cc32)cc1	3%	nt	-11%	-3%	-5%	-10%	-4%	?	?
Cc1ccc(-c2c(NC(=O)C(C)C)n(C)c3ccccc3c2=O)cc1	-7%	17%	113%[activator]	-1%	-5%	4%	-3%	-8	1%
COc1ccc(OC)c(NC(=O)CCc2c(C)nn(-c3ccc(N4CCCC4)nn3)c2C)c1	-12%	nt	44%[activator]	-4%	-1%	?	0%	4	2%
Cc1ccccc1N=C(NO)c1nonc1N	-2%	0%	-3%	-6%	-3%	?	-6%	-3	1%
O=C(NC(Cc1c[nH]c2ccccc12)C(=O)O)/C(=C/c1ccco1)NC(=O)c1ccccc1 (stereo not given)	-3%	-9%	2%	-6%	-2%	6%	-30%	0	?
COC(=O)c1ccncc1C(=O)Nc1ccc(F)cc1	8%	3%	63%[activator]	-3%	1%	1%	-8%	-6	26%
